# KCNQ1 pot = potentiators or activators of human KCNQ1 potassium channel. P51787. 0.35% of 310,000 active. CHO-K1 KCNQ1, thallium flux FluxOR fluorescence; hits give high values. B-score at 10 µM;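 active = fluorescence ratio B-score, a plate-corrected score, at least three library SD, with initial intensity B-score within 5 SD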
#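 Assay system: CHO-K1 cells stably expressing KCNQ1. Medium: assay buffer for compound exposure, DMSO matched across wells. Timing: 37 °C overnight plating, 90-min dark dye load, 20-min compound pretreatment. Signal: kinetic FluxOR fluorescence, 10 s baseline plus 110 s post-stimulus.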
# MrgX1 agonist = agonists of human MrgX1 receptor. MrgX1-HEK293 cells, Fluo-4 calcium fluorescence, agonist mode; hits give high values. AID 588627. B-score at 10 µM. 0.44% of 310,000 active. Q96LB2;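 active = calcium response B-score plate-corrected fluorescence ratio at least 3 library SD, with starting fluorescence B-score inside 5 SD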
#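 Material: MrgX1-expressing HEK293 cells; input: 15,000 cells per well; doses: test compound given as first of three sequential additions; schedule: overnight plating before 1 h dye loading; technique: Fluo-4 NW calcium-flux fluorescence, kinetic read; evaluation: baseline-normalised fluorescence change ratio, B-scored; control set: plate-wise positive and negative controls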
# MrgX1 allo act = human MrgX1 positive allosteric modulation, primary screen; MrgX1-HEK293, Fluo-4 calcium flux, FDSS; hits give high values; B-score at 10 µM; 0.63% of 310,000 active;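 active = plate-corrected calcium response at least 3 library SD above typical, normal starting fluorescence, not activating the receptor alone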;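 note: compound read alongside a low EC10 to EC30 dose of BAM8-22 agonist; peak minus trough fluorescence over baseline measured at the second addition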
# ANO1 activ = mouse TMEM16A channel activation, primary screen. 0.3% of 340,000 active. B-score at 10 µM. Q8BHY3. AID 623877. HEK293 TMEM16A/YFP-H148Q/I152L, iodide quench fluorescence; hits give low values;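 active = fluorescence-ratio B-score plate-corrected deviation score at least 3 library SD below zero, with starting fluorescence score within 5 deviations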;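 note: channel opened by trigger with iodide after compound preincubation; score built on the fluorescence ratio of max minus min over baseline; more negative score means more quench and so TMEM16A activation or potentiation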
# ANO1 block = mouse TMEM16A channel inhibition, primary screen; Q8BHY3; HEK293 TMEM16A/YFP iodide influx fluorescence, ionomycin; AID 588511; normalized B-score (activity score, 25-100; higher = stronger inhibition) at 10 µM; 1.2% of 310,000 active;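 active = ratio plate-corrected score three or more library SD toward inhibition, starting fluorescence score within five deviations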;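 note: score derived from kinetic fluorescence span divided by baseline fluorescence per well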
# KCNK9 inh = inhibitors of human KCNK9 two-pore domain potassium channel; B-score at 10 µM; Q9NPC2; HEK293 KCNK9, FluxOR thallium flux fluorescence; hits give low values; 1.2% of 310,000 active; AID 488922;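 active = ratio B-score over 3 SD below the library mean, with starting fluorescence within 5 SD of its mean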;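 note: negative B-score means less thallium flux so channel inhibition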
# RGS4 pot = RGS4 potentiation or activation; HEK293 M3R/inducible RGS4, carbachol calcium flux Fluo4; hits give low values; B-score at 10 µM; 0.92% of 310,000 active; AID 463111;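 active = B-score of the integrated calcium signal more than 4 SD below the library mean, with starting fluorescence not abnormally high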;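 note: negative B-score means reduced calcium response which marks RGS4 activation or potentiation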
#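 Material: M3R-expressing HEK293 line, RGS4 induced by doxycycline | Schedule: Overnight RGS4 induction, 30 min dye load 37 °C, 20 min compound RT | Measured by: Fluo4 fluorescence kinetic imaging of calcium | Read-out: Integrated calcium ratio converted to B score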
# RGS4 block = human RGS4 inhibition; P49798; B-score at 10 µM; 0.45% of 310,000 active; HEK293 M3R/RGS4 inducible, Fluo-4 calcium flux; hits give high values; triggered by carbachol at its EC20;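 active = B-score, a plate-corrected calcium signal, over three deviations above library mean, with baseline fluorescence within five deviations of library mean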;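 note: RGS4 expression induced by doxycycline in cells with stable M3 receptor; B-score is computed from the integrated fluorescence ratio over baseline after carbachol; higher B-score means a larger calcium signal and so more RGS4 inhibition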
# KCNK3 inh = human KCNK3 channel inhibition, primary screen; O14649; CHO-KCNK3 thallium flux, FluxOR fluorescence; hits give low values; B-score at 10 µM; 0.84% of 340,000 active; AID 602410;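 active = B-score under library mean minus 4 SD, starting fluorescence ratio at most library mean plus 5 SD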;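 note: more negative B-score means stronger inhibition of thallium flux through KCNK3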
# KCNQ1 inh = human KCNQ1 channel inhibition | P51787 | CHO-K1 KCNQ1, FluxOR thallium flux fluorescence; hits give high values | B-score at 10 µM | 1.3% of 310,000 active;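 active = compounds whose thallium flux B-score, printed positive for inhibition, exceeds three library SD while starting fluorescence stays within three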;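 note: channel opened by potassium depolarization with thallium stimulus after 20 min compound exposure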
# hERG protect = compounds protecting human hERG from proarrhythmic drug block; Q12809; CHO-hERG, FluxOR thallium flux, dofetilide IC70 present; activation (rescue from dofetilide block), less the hit threshold, % at 10 µM; 0.51% of 310,000 active;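 active = activation above the mean of controls blocked by dofetilide plus 5 SD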;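 note: thallium influx through hERG after potassium depolarization seen as dye fluorescence rise; in these data hits start at about 4.7%; inactives centre near -7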
# Target sequence (Q12809 whole entry, looked up): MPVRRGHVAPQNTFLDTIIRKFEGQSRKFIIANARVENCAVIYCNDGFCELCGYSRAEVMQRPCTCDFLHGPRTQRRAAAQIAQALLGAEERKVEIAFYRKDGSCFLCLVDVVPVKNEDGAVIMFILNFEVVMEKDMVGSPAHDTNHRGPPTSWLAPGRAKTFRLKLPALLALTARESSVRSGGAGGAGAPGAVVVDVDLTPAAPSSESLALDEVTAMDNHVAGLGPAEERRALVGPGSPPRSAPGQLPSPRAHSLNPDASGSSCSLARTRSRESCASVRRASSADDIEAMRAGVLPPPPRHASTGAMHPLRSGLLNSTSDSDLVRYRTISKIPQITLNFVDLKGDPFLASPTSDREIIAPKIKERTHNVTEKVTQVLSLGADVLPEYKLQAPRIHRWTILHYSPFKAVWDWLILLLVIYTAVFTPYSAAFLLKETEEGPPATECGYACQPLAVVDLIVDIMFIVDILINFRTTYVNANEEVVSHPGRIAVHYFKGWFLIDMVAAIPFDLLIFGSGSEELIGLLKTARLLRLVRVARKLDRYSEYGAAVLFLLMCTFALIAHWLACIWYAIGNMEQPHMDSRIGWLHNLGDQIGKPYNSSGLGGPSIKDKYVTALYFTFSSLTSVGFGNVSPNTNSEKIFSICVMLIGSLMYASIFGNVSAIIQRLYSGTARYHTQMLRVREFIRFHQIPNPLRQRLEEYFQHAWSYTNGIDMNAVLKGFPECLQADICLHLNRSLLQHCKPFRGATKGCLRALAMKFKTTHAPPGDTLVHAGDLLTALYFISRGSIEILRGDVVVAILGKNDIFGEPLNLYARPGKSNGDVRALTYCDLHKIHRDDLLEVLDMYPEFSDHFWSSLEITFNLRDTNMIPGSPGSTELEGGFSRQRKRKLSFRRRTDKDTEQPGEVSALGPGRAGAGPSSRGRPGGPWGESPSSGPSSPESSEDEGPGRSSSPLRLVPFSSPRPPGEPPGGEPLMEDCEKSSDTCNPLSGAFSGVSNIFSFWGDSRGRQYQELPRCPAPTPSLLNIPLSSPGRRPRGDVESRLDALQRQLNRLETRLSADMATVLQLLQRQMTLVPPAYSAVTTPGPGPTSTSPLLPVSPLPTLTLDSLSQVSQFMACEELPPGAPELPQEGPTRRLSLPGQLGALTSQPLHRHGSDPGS
# * hit, by the source's call; i = inactive; nt = not tested or not shown.
SMILES,KCNQ1 pot,MrgX1 agonist,MrgX1 allo act,ANO1 activ,ANO1 block,KCNK9 inh,RGS4 pot,RGS4 block,KCNK3 inh,KCNQ1 inh,hERG protect
O=C(O)CC12C[C@H]3C[C@@H](C1)CC(n1ncc(N4CCN(c5ccccc5)CC4)c(Cl)c1=O)(C3)C2,i,i,i,i,i,i,i,i,i,i,-8.1
Cc1nn(C)cc1S(=O)(=O)Nc1ccc(F)c(F)c1,i,i,i,i,i,i,i,i,i,i,-9.9
CCC(CCC(=O)Nc1ccn(-c2ccccc2)n1)C(=O)O (centres undefined),i,i,i,i,i,i,i,i,i,i,-11.7
CCc1cc(C(=O)COc2ccccc2F)c(O)cc1O,i,i,i,i,100*,i,i,i,i,i,-14.3
Cn1c2ccc(F)cc2c2nc3ccccc3nc21,i,i,i,i,i,i,i,i,i,i,-0.2
O=C1C(NS(=O)(=O)c2ccc(Br)cc2)=C(N2CCCCC2)C(=O)c2ccccc21,i,i,i,i,i,i,i,i,i,i,-14.2
O=C1CCCN2N=C(SCC(=O)Nc3nc4ccccc4s3)SC2=N1,i,i,i,i,i,i,i,i,i,i,-11.7
O=C(COc1ccc(S(=O)(=O)N2CCOCC2)cc1)Nc1ccccc1Cl,i,i,i,i,i,i,i,i,i,i,-7.8
CCOc1cc(NC(=O)C2CC2)c(OCC)cc1NC(=O)c1cc(OC)c(OC)c(OC)c1,i,i,i,i,i,i,i,i,i,i,-9.7
CCOC(=O)Cn1cnc2sc(C(=O)OC)c(C)c2c1=O,i,i,i,i,i,i,i,i,i,i,-3.6
Cc1cc(C(=O)NCCC2=CCCCC2)no1,i,i,i,i,i,i,i,i,i,i,-7.4
COC(=O)C1=C(C)NC(C)=C(C(=O)OC)C1C(=O)OC(C)C(=O)c1ccccc1 (centres undefined),i,i,i,i,i,i,i,i,i,i,-14.9
O=C(CCC1CCN(C(=O)c2cc(C(F)(F)F)ccc2Cl)CC1)NC1CC1,i,i,i,i,i,i,i,i,i,i,-6.2
CCCCn1c(C)csc1=Nc1cccnc1,i,i,i,i,i,i,i,i,i,i,-8.0
COc1ccc2oc(=O)cc(CN3CCOCC3)c2c1,i,i,i,i,i,i,i,i,i,i,-2.6
Cc1ccc(C2C(C#N)=C(N)Oc3n[nH]c(-c4cccs4)c32)cc1 (centres undefined),i,i,i,i,i,i,i,i,i,i,-4.7
CC(=O)Oc1ccc(C(=O)[C@H]2[C@H]3C(=O)N(c4ccc5ccccc5c4)C(=O)[C@H]3[C@@H]3C=CC=NN32)cc1,i,i,i,i,i,i,i,i,i,i,-6.2
Cc1cc(C)nc(SCc2nnc(SCC(=O)N3CCCc4ccccc43)n2C)n1,i,i,i,i,i,i,i,i,i,i,-7.9
COc1ccc(N2C(=O)CC(Sc3nnc(-c4ccccc4F)n3C)C2=O)cc1 (centres undefined),i,i,i,i,i,i,i,i,i,i,-5.9
COC(=O)C1(C)NC(c2ccccc2OC)C2C(=O)N(c3ccccc3)C(=O)C21 (centres undefined),i,i,i,i,i,i,i,i,i,i,-7.7
CSc1ccc(CN(C)CC(=O)NCCc2ccccc2)cc1,i,i,i,i,i,i,i,i,i,i,-2.2
O=C(Nc1ccccc1C(=O)OCC(=O)c1c[nH]c2ccccc12)c1ccco1,i,i,i,i,i,i,i,i,i,i,-7.7
CS(=O)(=O)Cc1nc2ccccc2oc1=O,i,i,i,i,i,i,i,i,i,i,2.0
CC1(C)CC(N2CCN(c3ccccc3)CC2)=CC(=[N+]2CCCC2)C1,i,i,i,i,i,i,i,i,i,i,-18.7
Cc1ccc(N2CCCC2=O)cc1S(=O)(=O)N1CCOCC1,i,i,i,i,i,i,i,i,i,i,-9.2
COc1cccc(CN2CCN(C(=O)c3ccc(-c4ccccc4)cc3)CC2)c1,i,i,i,i,i,i,i,i,i,i,-9.6
CC(=O)[C@@H]1[C@@H](C(=O)c2ccc(C)cc2)[C@]2(C(=O)Nc3ccccc32)[C@H]2C=Cc3cc(F)ccc3N12,i,i,i,i,i,i,i,i,i,i,-10.8
O=C(O)C12CC3CC(C1)CC(n1cnc(Cl)n1)(C3)C2,i,i,i,i,i,i,i,i,i,i,-7.2
Cc1oc(CN2CCOCC2)cc1C(=O)O,i,i,i,i,i,i,i,i,i,i,-0.1
O=c1[nH]cnc2c1cnn2Cc1ccccc1Cl,i,i,i,i,i,i,i,i,i,i,-9.4
COC(=O)N/N=C/c1c(C)cc(C)cc1C,i,i,i,i,i,i,i,i,i,i,-13.4
O=C(/C=C/c1ccccc1)NC1CCS(=O)(=O)C1 (centres undefined),i,i,i,i,i,i,i,i,i,i,-4.9
O=S(=O)(NCCCc1ccccc1)c1ccc(Br)cc1,i,i,i,i,i,i,i,i,i,i,-3.3
O=C(O)c1nnn(-c2ccc(F)cc2F)c1-c1ccccc1,i,i,i,i,i,i,i,i,i,i,-2.3
COc1ccc(NC(=O)c2cc(-c3ccccc3)on2)cc1,i,i,i,i,i,i,i,i,i,i,-3.4
O=C(Nc1ccc(-c2ccc3nncn3n2)cc1)C1CCCCC1,i,i,i,i,i,i,i,i,i,i,-9.6
OC(COc1ccc2c(c1)OCO2)CN1CCc2ccccc2C1 (centres undefined),i,i,i,i,i,i,i,i,i,i,-3.1
Nc1nccnc1C(=O)N/N=C/c1ccco1,i,i,i,i,i,i,i,i,i,i,-4.3
COc1cc(/C=C(/C#N)c2nc3ccccc3c(=O)[nH]2)ccc1O,i,i,i,i,i,i,i,i,i,i,-9.3
O=C(CSc1ccc2ccccc2n1)Nc1nsc(-c2ccc(Cl)cc2)n1,i,i,i,i,i,i,i,i,i,i,-5.1
CCOC(=O)c1sc(=S)n(CC)c1N,i,i,i,i,i,i,i,i,i,i,-0.7
O=C(O)C1c2ccccc2C(=O)N(Cc2ccc(F)cc2)C1c1ccncc1 (centres undefined),i,i,i,i,i,i,i,i,i,i,-2.1
CSc1ccc(CCNC(=O)C2CCCN(S(=O)(=O)N3CCOCC3)C2)cc1 (centres undefined),i,i,i,i,i,i,i,i,i,i,-5.6
Cc1ccc(CN2CCS(=O)(=O)CC2)cc1,i,i,i,i,i,i,i,i,i,i,-4.8
NC(=O)c1cc(N)ccc1N1CCCCC1,i,i,i,i,i,i,i,i,i,i,-4.2
Cc1cccc(CSc2nc3c(c(=O)n2C)SCC3)c1,i,i,i,i,25*,i,i,i,i,i,-16.9
COc1ccccc1CCN1CCCC(CN(C)C(=O)c2ccoc2)C1 (centres undefined),i,i,i,i,i,i,i,i,i,i,-5.3
CC(C)(Oc1ccc(Cl)cc1)C(=O)OCC(=O)N1CCCC1,i,i,i,i,i,i,i,i,i,i,-6.8

# Some of the entries so far, with tabs.
molecule	KCNQ1 pot	MrgX1 agonist	MrgX1 allo act	ANO1 activ	ANO1 block	KCNK9 inh	RGS4 pot	RGS4 block	KCNK3 inh	KCNQ1 inh	hERG protect
CSc1ccc(CN(C)CC(=O)NCCc2ccccc2)cc1	i	i	i	i	i	i	i	i	i	i	-2.2
O=C(O)C12CC3CC(C1)CC(n1cnc(Cl)n1)(C3)C2	i	i	i	i	i	i	i	i	i	i	-7.2

# Remaining list, next part
SMILES,KCNQ1 pot,MrgX1 agonist,MrgX1 allo act,ANO1 activ,ANO1 block,KCNK9 inh,RGS4 pot,RGS4 block,KCNK3 inh,KCNQ1 inh,hERG protect
O=C(CSc1nc2ccccc2[nH]1)NCC1CCCO1 (centres undefined),i,i,i,i,i,i,i,i,i,i,-8.3
CCOC(=O)/C(=C/Nc1ccc(F)cc1)[N+](=O)[O-],i,i,i,i,i,i,i,i,i,i,-5.9
CN(Cc1ccccc1)C(=O)c1ccccc1NC(=O)c1ccco1,i,i,i,i,i,i,i,i,i,i,-8.4
O=C(O)CSCC(=O)N1CCN(S(=O)(=O)c2ccccc2)CC1,i,i,i,i,i,i,i,i,i,i,-15.3
CC/C(=N\Nc1ccc([N+](=O)[O-])cc1[N+](=O)[O-])c1ccc(O)cc1,i,i,i,i,i,i,i,i,i,i,-3.4
COc1cc(CNCCc2ccc(F)cc2)ccc1OCc1ccc(Cl)nc1,i,i,i,i,i,i,i,i,i,i,-12.6
Cc1ccc(-c2nnn(CC(=O)N(Cc3cccs3)C(C(=O)NC(C)(C)C)c3ccco3)n2)o1 (centres undefined),i,i,i,i,i,i,i,i,i,i,-5.9
O=S(=O)(c1ccc(F)cc1)N1CCN(C(=S)NCc2ccco2)CC1,i,i,i,i,i,i,i,i,i,i,-12.1
COc1ccc(/C=N/NC(=O)c2cc[n+]([O-])cc2)cc1,i,i,i,i,i,i,i,i,i,i,-3.5
CCOc1cccc(CN2CCCC(C(=O)Nc3ccc(-c4ccn[nH]4)cc3)C2)c1O (centres undefined),i,i,i,i,i,i,i,i,i,i,-9.2
COc1ccc(/C=C/C(=O)c2cc(Br)ccc(=O)c2O)cc1,nt,i,i,i,i,nt,nt,nt,i,nt,nt
COc1ccccc1NC(=O)Cc1nnc(SCC(=O)c2ccccc2)n1C,i,i,i,i,i,i,i,i,i,i,-0.4
CN1/C(=C\C(=O)COC(=O)C2COc3ccccc3O2)C(C)(C)c2ccccc21 (centres undefined),i,i,i,i,i,i,i,i,i,i,-3.6
O=C(c1ccccc1CCc1ccccc1)N1CCOCC1,i,i,i,i,i,i,i,i,i,i,-7.4
N#C/C(=C\c1c(N2CCCCC2)nc2ccccn2c1=O)S(=O)(=O)c1ccccc1,i,i,i,i,i,i,i,i,i,i,-7.8
Cc1ccc(NC(=O)CSc2nc(-c3ccco3)nc3cc(=O)[nH]n23)c(Cl)c1,i,i,i,i,i,i,i,i,i,i,-6.5
Cc1ccc(C(=O)CNc2ccc(Br)cc2)cc1,i,i,i,i,i,i,i,i,i,i,-6.3
O=C(C[n+]1cccc2ccccc21)c1ccc(Cl)cc1,i,i,i,i,i,i,i,i,i,i,-10.4
Cc1cccc(NC(=O)CCNS(=O)(=O)c2cccc3nsnc23)c1,i,i,i,i,i,i,i,i,i,i,-12.4
CCc1ccc(OCC(=O)NNC(=O)C2CCC2)cc1,i,i,i,i,i,i,i,i,i,i,-5.6
Cc1ccoc1C(=O)N1CCCC(CCC(=O)N2CCN(c3ccccn3)CC2)C1 (centres undefined),i,i,i,i,i,i,i,i,i,i,-3.8

# Compound activity (PubChem)
